Bioassay records as filed in PubChem BioAssay.
NCI-60 one-dose screen, 48 h, at 10 µM unless noted. Numbers give growth in % (100 = growth as untreated, 0 = no growth, -100 = all killed).
U251: U251 CNS tumor cells; 80,000 tested, 5.4% active
SF-268: SF-268 CNS cancer cells | 82,000 tested, 3.1% active
SF-539: SF-539 CNS cancer. 81,000 tested, 6.8% active. AID 1794752
SNB-75: SNB-75 CNS cancer; 79,000 tested, 5% active; AID 1794750
HCT-116: HCT-116 colon cancer; 82,000 tested, 7.3% active
SF-295: SF-295 CNS cancer cells | 79,000 tested, 5.6% active
SNB-19: SNB-19 CNS cancer cells. 81,000 tested, 2.5% active
KM12: KM12 colon cancer cells; 82,000 tested, 5% active; AID 1794800
HCC-2998: HCC-2998 colon cancer; 79,000 tested, 4.7% active
Numbers without * were called inactive; · = no result given; & = joins results of further samples; [ ] = another dose, or the depositor's remark. Rule for the calls: active = growth percent below 10; inactive = the rest.

SMILES,SF-268,U251,SF-295,SNB-19,SNB-75,HCC-2998,KM12,HCT-116,SF-539
Cc1cn2c(/C=C/C(=O)c3c(F)cccc3F)c(-c3ccc(Cl)cc3)nc2s1,86,89,107,82,75,107,94,71,99
COc1ccc(-c2nn(C(=O)c3cc(OC)c(OC)c(OC)c3)cc2N)cc1,98,97,78,95,61,105,81,85,91
C[C@H]1[C@H](C)CC[C@]2(C(=O)O)CC[C@]3(C)C(=CC[C@@H]4[C@@]5(C)C/C(=C/O)C(=O)C(C)(C)[C@@H]5CC[C@]43C)[C@H]12,96,76,96,92,105,100,77,86,97
COc1ccc(-c2nn3c(-c4ccccc4F)nnc3s2)cc1,74,56,59,73,66,70,32,42,59
O=C(Cn1cc(CN2C(=O)c3ccc([N+](=O)[O-])cc3C2=O)nn1)Nc1c(Cl)cc(Cl)cc1Cl,102,104,107,94,87,103,101,109,105
S=c1[nH]c(Cl)c(Cl)cc1Cl,103,92,98,108,97,101,112,97,·
Cc1c(Cl)cccc1Nc1ncccc1C(=O)O,113,112,104,99,109,105,126,88,94
O=C(Nc1ccccc1)OCC1COC(c2ccccc2)(c2ccccc2)O1 (centres undefined),98,99,114,109,93,96,112,103,105
O=C(Nc1cccc(Cl)c1)OCCOC(=O)Nc1cccc(Cl)c1,87,86,42,90,86,106,89,79,91
CC(C)Sc1nc(NCCc2c[nH]c3ccccc23)c(C#N)c(-c2ccccc2)n1,45,15,-14*,·,61,4.9*,6.5*,0.2*,41
Cc1c(C(=O)NCc2ccccc2)sc2ncc(-c3ccc(Br)cc3)n12,97,88,95,87,97,104,104,95,100
O=C(CCCSc1nc(-c2ccccc2)cc(-c2ccccc2)n1)NO,0.2*,-13*,4.4*,22,9.8*,18,14,9.5*,6.6*
N#Cc1c(-c2ccccc2)cc(-c2ccccc2)n(CCC(=O)Nc2ccccc2N)c1=O,91,101,97,105,63,100,105,96,98
CCCCC(CC)COC(=O)CSC1=C(C)C(=O)C(OC)=C(OC)C1=O (centres undefined),105,108,103,99,97,110,102,98,101
C=CCn1c(SC/C(=N/O)c2ccccc2)nnc1-c1cc(-c2ccc(S(C)(=O)=O)cc2)nc2ccccc12,84,89,98,84,71,110,98,92,90
OCCc1nccnn1,99,99,113,104,83,102,98,109,107
CCS(=O)(=O)Nc1cccc(Nc2c3cccc(C)c3nc3c(C)cccc23)c1OC,20,7.0*,-7.8*,39,22,1.6*,15,23,-41*
COc1cc(O)cc(/C=C/c2ccccc2)c1,78,72,98,91,95,107,100,84,96
COc1ccc(-c2cc(-c3nc4ccc(C(F)(F)F)cc4[nH]3)[nH]n2)cc1,110,83,·,90,69,101,95,92,94
O=C(O)c1cn(C2CC2)c2cc(N3CCN(Cc4ccccc4O)CC3)c(F)cc2c1=O,77,69,75,78,74,85,89,79,91
O=C(O)CC(C(=O)O)c1ccccc1 (centres undefined),101&107,95&104,94&106,93&103,89&85,100&113,108&109,94&111,91&115
CCn1cc(C(=O)NN2C(=O)CCC2=O)c(=O)c2ccc(C)nc21,103,96,101,101,101,106,102,93,101
CSC(=S)Nc1ccccc1C,108,100,102,101,113,102,111,102,101
c1ccc(CC(c2ccccc2)c2ccccc2)cc1,·,99,104,108,83,103,98,106,101
COc1cccc2c1nc1cccc(OC)c1[n+]2[O-],37,47,37,47,58,-47*,55,39,25
O=C1NC(=O)C(c2ccc(Cl)cc2)=C1Nc1ccc(C(=O)Nc2ccc(Cl)cc2)cc1,71[3.75 µM],63[3.75 µM],66[3.75 µM],83[3.75 µM],87[3.75 µM],60[3.75 µM],49[3.75 µM],56[3.75 µM],88[3.75 µM]
O=c1oc2c(cc1-c1ccc(F)cc1)C(O)Oc1ccccc1-2 (centres undefined),81,67,84,96,63,49,45,·,74
CCCCOc1ccc(NC(=O)n2nc(N=NN(CC)CC)c3ccc(Cl)cc32)cc1,86,95,97,100,62,101,96,101,87
Cc1ccnc(NS(=O)(=O)c2ccc(N=Nc3c(N)[nH]c(=O)[nH]c3=O)cc2)n1,104,106,113,112,104,104,103,101,102
CCOC(=O)C(C(=O)OCC)(c1ccccc1)C1CCCC1,99,100,98,103,89,116,124,96,110
C/C=C/C1=C(C)C(=O)[C@H](O)O1,97,102,106,104,95,100,101,102,102
Cn1cc(-c2nc3ccccc3[nH]2)c2cccnc21,100,107,98,106,95,116,105,99,102
O=S(=O)(NCCCNc1nccc(-n2ccc3cccnc32)n1)c1ccc(Cl)cc1,95,98,96,94,·,121,100,102,103
C[C@H]1CC(O)=C(c2ccc3ccccc3n2)C(=O)O1,108,104,107,98,101,130,113,103,101
COc1c(F)ccc(C(=O)Nc2ccc3nc(NC(=O)C4CCCN(S(=O)(=O)c5ccc(C#N)cc5)C4)sc3c2)c1F (centres undefined),94,89,90,100,·,119,96,74,73
CCN1C(=O)/C(=C2\SC(N3CCC(Cc4ccccc4)CC3)=NC2=O)c2ccccc21,100,101,99,99,93,104,104,102,100
O=C1/C(=C\c2cccc3nccnc23)SC(=S)N1CCc1ccc(O)cc1,97,107,101,94,89,116,97,92,98
N#Cc1ccc(-c2ccc(COc3ccc(CC4SC(=O)NC4=O)cc3)cc2)cc1 (centres undefined),64,63,50,63,68,83,62,43,66
N#Cc1cc(Cl)c2c(c1)CN(c1ncc(Cc3cccc(N4CCOCC4)c3)s1)CC2,79,78,53,68,77,96,64,39,68
CCCc1cc(=O)oc2c(C(=O)CC(C)C)c(O)c(CC=C(C)C)c(O)c12,27,22,18,22,53,11,19,14,42
C/C(=N\O)c1ccc(N2C(=O)c3cccc4cc([N+](=O)[O-])cc(c34)C2=O)cc1,105,113,108,98,92,113,103,102,102
O=C(Nc1ccccc1Cl)NN1CCCCCC1,100,99,106,106,83,109,104,100,87
Cc1ccccc1/C=C/C(=O)c1cccc(OCCCCOc2cccc(C(=O)/C=C/c3ccccc3C)c2)c1,102,93,98,93,91,93,97,42,105
COC(=O)/C(CCC=C(C)C)=C1\[C@@H](OC(C)=O)C[C@@]2(C)[C@H]1C[C@@H](O)[C@H]1[C@@]3(C)CC[C@H](N4CCCC4)[C@@H](C)[C@@H]3CC[C@@]12C,99,100,104,98,81,99,108,104,104
O=C(COc1ccc(NC(=O)Nc2ccc(Cl)cc2)cc1)N/N=C/c1ccccc1,-55*,-86*,-97*,·,-37*,-77*,-70*,-40*,-95*
Cc1ccc(C(=O)c2ccc(CC(=O)N/N=C/c3ccc(O)cc3O)n2C)cc1,37,38,47,49,31,60,36,35,44
Cc1ccc(-c2cc(O)c(-c3ccc(C)cc3C)cc2O)c(C)c1,57,38,66,72,46,78,55,24,48
CN(C)c1ccc(C(=N)c2ccc(N(C)C)cc2)cc1,54&45,17&17,12&27,38&41,8.4*,48&52,19&14,12&18,35&41
N#Cc1cc2c(N)c(C(=O)c3ccc(Cl)cc3)sc2nc1N,102,95,100,100,97,104,108,86,92
COc1ccc(C2CC(c3ccc(N)cc3)=NN2c2ccccc2)cc1OC (centres undefined),101,·,102,98,96,110,96,81,101
COc1ccc(-c2cc(-c3ccccc3)nc(Nc3nc4ccccc4[nH]3)n2)cc1,100,97,121,112,102,·,106,98,102
CC(C)c1cc(C(=O)N2Cc3ccccc3C2)c(O)c2cnoc12,98,119,91,101,79,·,94,97,102
Cc1cc(C(=O)Nc2ncnc3nc[nH]c23)no1,100,105,99,97,79,104,99,105,97
Nc1ccn(C2OC(F)(CO)C(O)C2F)c(=O)n1 (centres undefined),47,30,55,37,68,48,59,35,47
CC(O)(c1ccccc1)C(C(c1ccccc1)N1CCOCC1)N1CCOCC1 (centres undefined),106,104,·,93,82,·,108,·,98
NS(=O)(=O)c1ccc(Cn2c(SCC(=O)N/N=C/c3ccc(O)cc3)nc3ccccc3c2=O)cc1,92,96,97,95,84,100,104,97,92
N#CCCNc1ccc(Nc2ccccc2)cc1,92,68,96,95,83,77,82,81,56
Nc1nc(SCc2ccccc2)c2ncn(C3CCCC3)c2n1,121,-26*,101,·,126,107,113,107,91
COc1ccc2c(c1)c(/C=C/C(=O)O)c(Cl)n2Cc1ccc(Cl)cc1,90,78,77,102,92,109,97,106,96
Cc1ccc2oc(=O)cc(CSC(=S)N3CCN(C)CC3)c2c1,94,99,97,94,75,107,100,107,98

Four entries drawn at random from those above:
SMILES,SF-268,U251,SF-295,SNB-19,SNB-75,HCC-2998,KM12,HCT-116,SF-539
NS(=O)(=O)c1ccc(Cn2c(SCC(=O)N/N=C/c3ccc(O)cc3)nc3ccccc3c2=O)cc1,92,96,97,95,84,100,104,97,92
COc1ccc(C2CC(c3ccc(N)cc3)=NN2c2ccccc2)cc1OC (centres undefined),101,·,102,98,96,110,96,81,101
CC(C)c1cc(C(=O)N2Cc3ccccc3C2)c(O)c2cnoc12,98,119,91,101,79,·,94,97,102
N#Cc1cc2c(N)c(C(=O)c3ccc(Cl)cc3)sc2nc1N,102,95,100,100,97,104,108,86,92

The list continues.
SMILES,SF-268,U251,SF-295,SNB-19,SNB-75,HCC-2998,KM12,HCT-116,SF-539
CSC1=NC=C(C#N)C2=NC(c3cccs3)NN12 (centres undefined),103,·,106,99,102,94,99,101,111
CC(C)(C)CC(C)(C)N1CN(C(C)(C)CC(C)(C)C)CP(c2ccccc2)C1,103,96,106,95,82,105,107,94,94
CC(C)c1ccc2nc3ccc(C(=O)NCCN4CCN(c5ccccc5)CC4)cn3c(=O)c2c1,73,38,23,79,60,76,67,54,41
COc1ccc(/C=c2\nc3n(-c4ccccc4)c4n(n-3c2=O)CC(=O)N=4)cc1,105,108,·,102,105,112,110,108,102
CC(=O)C1=C(O)/C(=C\c2ccccc2)OC1=O,102,99,120,99,77,103,101,100,97
O=C(NC1CCCCC1)c1ccc2c(c1)nc(-c1ccccc1)n2C1CCCCC1,99,83,85,116,96,93,80,88,86
COc1cccc(C/C(=N/O)c2cccc(OC)c2)c1,108,92,89,95,79,97,80,92,118
O=S(=O)(Nc1ccccc1Cl)c1ccccc1,110,110,97,96,94,109,110,95,110
COc1cc(/C=C/C(=O)/C=C(O)/C=C/c2ccc(OC(=O)C34CC5CC(CC(C5)C3)C4)c(OC)c2)ccc1OC(=O)C12CC3CC(CC(C3)C1)C2,96,104,99,101,90,106,113,90,95
Nc1nc(N)c2c(n1)NC(c1ccc(Cl)cc1)CC(c1ccc(Nc3nc(NCCO)nc(Nc4ccc(Cl)cc4)n3)cc1)=N2 (centres undefined),51,-36*,47,17,78,19,12,-85*,83
CN(c1ccccc1)S(=O)(=O)c1ccc(Cl)cc1,105,101,86,102,95,116,108,96,97
N#Cc1c(-c2ccccc2)nc(SCC(=O)NNc2ncnc3ccccc23)n(Cc2ccccc2)c1=O,106,106,104,101,98,101,104,104,103

3 structures out of the list, sorted by SMILES length, low to high.
SMILES,SF-268,U251,SF-295,SNB-19,SNB-75,HCC-2998,KM12,HCT-116,SF-539
CN(c1ccccc1)S(=O)(=O)c1ccc(Cl)cc1,105,101,86,102,95,116,108,96,97
CC(C)(C)CC(C)(C)N1CN(C(C)(C)CC(C)(C)C)CP(c2ccccc2)C1,103,96,106,95,82,105,107,94,94
N#Cc1c(-c2ccccc2)nc(SCC(=O)NNc2ncnc3ccccc23)n(Cc2ccccc2)c1=O,106,106,104,101,98,101,104,104,103

(cont.)
SMILES,SF-268,U251,SF-295,SNB-19,SNB-75,HCC-2998,KM12,HCT-116,SF-539
CC(C)[C@H]1COC(=O)N1[C@@H]1C(=O)N([C@@H](CCC(=O)N2CCN(C3CCCC3)CC2)C(=O)N[C@@H]2CCCc3ccccc32)[C@@H]1/C=C/c1cccc(Br)c1,8.3*,28,52,45,50,31,36,14,·
CCOC(=O)c1cnc2c(cnn2CC)c1NN=C(C)C,92,90,96,88,69,95,97,87,95
CC(=O)C(N=Nc1ccc(S(=O)(=O)Nc2nccs2)cc1)C(=O)Nc1ccc(Cl)cc1 (centres undefined),100,95,96,111,74,100,104,98,97
O=C(/C=C/c1cn(-c2ccccc2)nc1-c1ccc(OCc2ccccc2)cc1)c1ccccc1,95,86,104,92,98,114,90,69,97
CC(C)C1CCC(OC(=O)CCl)CC1 (centres undefined),104,100,103,110,94,101,109,103,108
COc1ccc(Cn2cc3c(c2-c2cc(OC)c(OC)c(OC)c2)CCc2c(CN4CCCC4)noc2-3)cc1,47,22,12,22,-2.1*,25,15,18,0.3*
C=C(C)[C@@H]1CC[C@]2(C)CC[C@]3(C)[C@H](CC[C@@H]4[C@@]5(C)CC[C@H](OP(=O)(OCC)OCC)C(C)(C)[C@@H]5CC[C@]43C)[C@@H]12,98,103,103,101,84,92,100,94,112
O=c1oc2ccccc2cc1Cl,117,99,111,107,95,109,110,104,102
COc1cc(/C=C/C(=O)c2cc(NC(=O)c3ccc4cc(-c5cc(OC)c(OC)c(OC)c5)ccc4c3)ccc2O)cc(OC)c1OC,92,91,105,99,93,100,100,91,82
Cc1ccc2nc(COc3ccc(NC(=S)NCCc4ccccc4)cc3)[nH]c2c1,76,97,94,79,84,111,103,96,87
Fc1ccc(NC(=S)c2ccccc2)cc1,99,99,96,100,100,116,100,103,98
Cc1cc(Br)ccc1S(=O)(=O)c1ccccc1,106,94,·,94,86,·,109,95,107
CCOC(=O)c1cc2cc(C)ccc2[nH]1,98,97,91,90,118,95,100,91,110
O=[N+]([O-])c1ccc(/C=N/Nc2ccc(S(=O)(=O)O)cc2)cc1,104,103,119,109,101,·,·,106,101
CNC(=O)c1cc(N2CCc3c2ccc(NC(=O)Nc2cc(C(F)(F)F)cc(C(F)(F)F)c2)c3F)ccn1,100,95,97,99,·,107,23,105,83

This is a random part of the collection; overall some 11% were active at least once.
